Screening data: PubChem BioAssay, National Center for Advancing Translational Sciences (NCATS)
Tb PFK block: inhibitors of T. brucei phosphofructokinase; Potency, µM (series often up to 57.5 µM), for the others: at the highest dose activity, negative = inhibition, hits mostly inhibitors; T. brucei PFK, ADP-Glo luminescence; actives 0.17% (n = 330,000); O15648; AID 485367;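 also: potency is read from the fitted curve at half-maximal effect; 0% = uninhibited 1x PFK enzyme wells and -100% = no-enzyme wells; nearly all actives have a fitted effect of over 60% in size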
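1.25 nM PFK with 0.5 mM F6P and 0.1 mM ATP in 0.1 M TEA pH 8.0, 5 mM MgCl2, incubated 45 min at room temperature; ADP measured by ADP-Glo luminescence; compounds titrated up to 57 uM.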
RORgamma inh: inhibitors of mouse ROR gamma transcriptional activity; AID 2551; P51450; Drosophila S2 Gal4-RORgamma UAS-luciferase reporter, 20 h; Potency, µM (top dose mostly 53.6 µM), for the others: at the top dose activity change, negative = inhibition, most hits filed as inhibitors; actives 5.4% (n = 310,000); also: potency is read from the fitted curve at half-maximal effect; % is scaled to controls: 0 for no effect and ±100 for the full control effect; nearly all actives have a fitted effect of over 60% in size
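Read-out: Photinus luciferase luminescence; inhibitors lower reporter signal. Insect Schneider cells with Gal4-ROR gamma fusion under metallothionein promoter, UAS reporter; 700 uM final copper sulfate induction, 20 hr, ambient temperature.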
ELG1 genotoxic: inducers of genotoxicity in HEK293T ELG1-luciferase cells; Potency, µM (series often up to 46 µM), inactives show top-dose activity change, positive = activation, usual class: activators; HEK293T ELG1-luciferase reporter, luminescence, 16 h; AID 504466; actives 1.3% (n = 330,000); also: potency is read from the fitted curve at half-maximal effect; % of control where 0% means no effect; nearly all actives have a fitted effect of over 60% in size
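16 hr compound incubation (37 °C, 5% CO2) of HEK293T cells carrying luciferase-tagged ELG1; luciferase then measured by ONE-Glo luminescence after 30 min at RT.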
p53 reactivator: mutant p53 re-activation in reporter cells. H1299 p53-A138V BP100-luciferase reporter, luminescence, 24 h. Potency, µM (doses to about 92.2 µM), for the others: at the highest dose activity change, positive = activation, most hits filed as activators. actives 0.063% (n = 320,000). AID 504706; also: potency is read from the fitted curve at half-maximal effect; % of control where 0% means no effect; nearly all actives have a fitted effect of over 45% in size
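p53-null H1299 cells stably carrying temperature-sensitive p53-A138V and a BP100-luciferase reporter were pinned with compounds (4-point, 1:5 series) and held 24 hrs at 37 deg C. Luminescence was read 10 min after detection reagent.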
BRCA1 expr act: activators of BRCA1 expression. AID 624202. actives 1.1% (n = 380,000). MCF7-BRCA1-FFLuc reporter, luminescence, 48 h; response scale: scaled: vehicle 0%, 10 µM genistein 100%. Potency, µM (highest dose often 46.1 µM), for the others: at the highest dose activation, actives largely listed as activators; also: potency is read from the fitted curve at half-maximal effect; nearly all actives have a fitted effect of over 80% in size; some results filed as inactive show a strong effect at the top dose
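Reporter cells (MCF7, BRCA1 promoter-firefly luciferase) received library compounds across a concentration series for 48 h. End-point luminescence was measured and concentration-effect curves derived after normalization.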
TRPV1 agonist: activates the human vanilloid receptor TRPV1; TRPV1-expressing cells, Fluo-8 calcium influx, agonist mode; activation, % at 8.33 µM; actives 0.19% (n = 320,000); in the data active = activation above about 80%; inconclusive = between about 30% and that limit; also: 0% is about no effect
Target sequence (Q8NER1 whole entry, looked up): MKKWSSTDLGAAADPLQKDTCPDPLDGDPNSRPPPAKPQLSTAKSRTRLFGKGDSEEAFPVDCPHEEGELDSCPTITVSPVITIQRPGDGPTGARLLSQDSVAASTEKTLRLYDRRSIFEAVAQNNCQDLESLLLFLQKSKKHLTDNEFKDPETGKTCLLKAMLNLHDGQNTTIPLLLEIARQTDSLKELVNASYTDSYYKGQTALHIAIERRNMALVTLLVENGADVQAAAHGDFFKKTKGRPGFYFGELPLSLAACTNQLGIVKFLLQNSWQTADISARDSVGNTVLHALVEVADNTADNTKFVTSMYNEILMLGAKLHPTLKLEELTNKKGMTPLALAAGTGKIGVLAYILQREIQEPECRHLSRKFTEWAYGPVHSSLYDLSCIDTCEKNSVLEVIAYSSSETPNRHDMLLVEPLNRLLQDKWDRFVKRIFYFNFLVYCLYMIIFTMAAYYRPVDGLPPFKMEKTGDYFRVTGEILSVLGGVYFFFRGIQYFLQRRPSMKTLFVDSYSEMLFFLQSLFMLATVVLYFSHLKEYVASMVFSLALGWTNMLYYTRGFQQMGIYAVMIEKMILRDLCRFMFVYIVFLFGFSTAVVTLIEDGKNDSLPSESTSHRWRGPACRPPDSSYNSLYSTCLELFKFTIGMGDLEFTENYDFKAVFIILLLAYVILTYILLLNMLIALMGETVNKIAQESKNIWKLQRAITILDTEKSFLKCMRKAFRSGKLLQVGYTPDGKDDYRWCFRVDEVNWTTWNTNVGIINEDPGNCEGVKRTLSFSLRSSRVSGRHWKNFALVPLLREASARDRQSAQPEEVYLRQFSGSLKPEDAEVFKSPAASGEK
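Fluo-8 calcium influx in TRPV1-expressing cells, kinetic read (ex 480/em 520 nm). Compound added and read 3 min for agonist activity, followed by capsaicin at EC20 final and 2 min further read for enhancement.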
FLuc counter: inhibits or activates purified firefly luciferase, miR-21 counter-screen | Potency, µM (highest dose often 57.5 µM), for inactives: at the top dose activity change, negative = inhibition, most hits filed as inhibitors | P08659 | purified FLuc, Km substrates, luminescence inhibition | actives 6.9% (n = 360,000);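 also: potency is read from the fitted curve at half-maximal effect; plate controls were vehicle for no effect and reference inhibitor for full effect; nearly all actives have a fitted effect of over 55% in size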
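Purified P. pyralis luciferase, 10 nM final, with Km-level 10 uM D-luciferin and 10 uM ATP in 50 mM Tris acetate pH 7.5, 10 mM Mg acetate, 0.01% Tween-20, 0.05% BSA; 6-point qHTS titration about 60 µM downward; luminescence read.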
Rab9 prom act: activators of Rab9 promoter; Huh7 Rab9 promoter-luciferase reporter, luminescence, 24 h; Potency, µM (titrated, usually from 9.22 µM), for the others: at the highest dose activation, negative = inhibition, usual class: activators; actives 2.8% (n = 320,000); AID 485297; also: potency is read from the fitted curve at half-maximal effect; % of control where 0% means no effect; nearly all actives have a fitted effect of over 60% in size
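Luciferase signal after 10 min detection reagent at ambient indicates Rab9 promoter upregulation; stably transfected Huh7 cells were treated 24 h with compound in DMSO at 37 °C, 5% CO2.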
NPC1 promoter act: activates the NPC1 promoter | actives 2.4% (n = 320,000) | AID 485313 | Potency, µM (titrated, usually from 9.22 µM), inactives show top-dose activation, hits mostly activators | Huh7 NPC1 promoter luciferase reporter, 24 h;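 also: potency is read from the fitted curve at half-maximal effect; % of control where 0% means no effect; nearly all actives have a fitted effect of over 60% in size; reporter is driven by a mutant NPC1 promoter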
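Luminescence from an NPC1 promoter-driven luciferase reporter in stably transfected Huh7 cells was measured after 24 h compound treatment at 37 °C, followed by 10 min ambient incubation with luciferase detection reagent.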
ELG1 DNA repair: blocks ELG1-dependent DNA repair in HEK293T cells. Potency, µM (top dose mostly 46.1 µM), for the others: at the highest dose activity change, negative = inhibition, usual class: inhibitors. actives 2.3% (n = 330,000). HEK293T ELG1-luciferase reporter, luminescence, 16 h; DNA damage induced by 5-fluorouridine; also: potency is read from the fitted curve at half-maximal effect; % is scaled to controls: 0 for no effect and ±100 for the full control effect; nearly all actives have a fitted effect of over 55% in size
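DMSO vehicle served as the neutral condition. Each well held 2,000 cells given 5-fluorouridine plus compound; after 16 hr at 37 °C/5% CO2, ONE-Glo was added and luciferase measured 30 min later.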
Gal4-VP16 FLuc: Gal4-VP16 reporter inhibition counter-screen | Drosophila S2 Gal4-VP16 UAS-luciferase, luminescence, 20 h | Potency, µM (series often up to 53.6 µM), for the others: at the highest dose activity, negative = inhibition, hits mostly inhibitors | actives 3.5% (n = 310,000) | AID 2546;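 also: Gal4-VP16 expression switched on by copper sulfate through the metallothionein promoter; potency is read from the fitted curve at half-maximal effect; % is scaled to controls: 0 for no effect and ±100 for the full control effect; nearly all actives have a fitted effect of over 50% in size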
Active calls of the source: *; ? = inconclusive; / = not tested or not shown; & = joins results of further samples; [ ] = remark or other dose. Unless noted, calls follow the shape of the dose curve; as a rule, active = well fitted curve in the direction sought with a large enough effect; inconclusive = small, poorly fitted or top-dose-only effect, or another doubt; inactive = no such curve, though single readings can be large; an effect the other way counts as inactive or inconclusive.

SMILES	Tb PFK block	RORgamma inh	ELG1 genotoxic	p53 reactivator	BRCA1 expr act	TRPV1 agonist	FLuc counter	Rab9 prom act	NPC1 promoter act	ELG1 DNA repair	Gal4-VP16 FLuc
O=c1n(Cc2ccc(F)cc2)nc2n1-c1ccccc1SC2	-6%	22%	3%	9%	74%	?	-16%	13%	4%	0%	-12%
CN(C(=O)Cn1cccc1C1=NC(c2ccccc2)CO1)c1ccccc1 (configuration not stated)	1%	18%	-6%	-1%	-9%	1	0%	-9%	2%	?	-5%
COc1cc(C2NC(=O)NC(C)=C2C(=O)OC(C)(C)C)ccc1OCC(=O)O (configuration not stated)	/	-37%	/	/	-23%	0	-1%	/	/	/	-3%
CCN(CC)CCn1c(NCc2cc(OC)ccc2OC)nc2ccccc21	2%	?	-5%	-20%	-51%	16	2%	-4%	-5%	-14%	16%
CNCc1ccccc1Sc1cccc2ccccc12	0%	?	2%	0%	-37%	6	3%	-15%	-4%	-20%	?
O=C(Nc1ccc(C(=O)O)cc1)Nc1cccc2ccccc12	-24%	-14%	-2%	-11%	4%	-10	?	2%	-2%	4%	-1%
Cc1cc(=O)oc2cc(OCC(=O)OCC(=O)Nc3ccc(C(C)C)cc3)ccc12	1%	11%	-1%	20%	34%	5	?	2%	0%	9%	18%
CCOC(=O)N1CCN(C(=O)CN(c2cccc(C(F)(F)F)c2)S(C)(=O)=O)CC1	2%	20%	1%	-2%	28%	1	1%	8%	0%	-13%	1%
COc1cc(S(=O)(=O)N2CCCN(C)CC2)ccc1NC(C)=O	1%	3%	-5%	2%	-32%	-4	1%	3%	0%	9%	-8%
O=C(Cn1nnc(-c2ccccc2)n1)OCc1ccccc1	-4%	5%	-1%	2%	2%	/	?	0%	2%	-2%	-7%
Cc1ccc(C)c(S(=O)(=O)N2CCN(CC(=O)NC(=O)NCc3ccccc3)CC2)c1	3%	?	-10%	0%	-31%	16	-1%	-4%	-3%	-27%	-9%
O=C(CCCc1cccs1)Nc1nc2c(s1)CCCC2	-6%	?	?	?	0%	?	24µM*	?	?	?	?
CCCCn1c(SCC(N)=O)nc2ccc(N3CCOCC3)cc2c1=O	4%	1.6µM*	0%	-2%	-5%	/	-1%	-1%	1%	?	10µM*
Cc1ccc(CCNC(=O)c2cc(-c3ccncc3)nc3ccccc23)cc1	14%	15%	-10%	2%	-42%	2	?	-7%	0%	?	1%
COc1cccc(CNC(=O)Cn2cccc2C(=O)c2ccccc2C)c1	2%	36%	2%	?	0%	17	?	1%	-1%	26%	-16%
COc1ccc(/C=N/n2cnnc2SCc2ccc(OC)cc2)cc1	2%	-38%[0.365 µM]	1%	-20%	9%	3	13µM*	-2%	4%	1%	/
Cc1cccn2c(=O)c(/C=C(\C#N)C(=O)NCc3ccccc3)c(N3CCC(C(N)=O)CC3)nc12	1%	-12%	0%	1%	0%	-3	-4%	-1%	-4%	?	4%
COc1ccc(C2CC(c3ccccc3)=NN2C(=O)COC(=O)c2cc(S(=O)(=O)N3CCOCC3)ccc2F)cc1 (configuration not stated)	3%	3%	0%	0%	-6%	2	1%	-4%	0%	?	-2%
Cc1cc(C(=O)N/N=C/c2cccs2)no1	2%	1%	1%	?	6%	3	?	12%	5%	?	-8%
CS(=O)(=O)c1ccc2nc(NC3(C(F)(F)F)N=C4SCCN4C3=O)sc2c1 (configuration not stated)	1%	5%	6%	5%	0%	0	1%	1%	2%	6%	-5%
Cc1cc(C)cc(NCc2cc3c(cc2[N+](=O)[O-])OCO3)c1	2%	-18%	0%	-5%	-41%	1	2%	0%	1%	0%	-3%
COc1ccc(/C=N/NC(=O)CC(=O)NC2CCCCC2)cc1	-6%	-12%	1%	0%	5%	0	-11%	3%	-2%	-5%	-4%
Cc1ccc(C2CC(c3ccccc3)=NN2C(=O)CSc2nnc(-c3ccncc3)n2C)o1 (configuration not stated)	1%	0%	0%	-9%	-18%	26	-1%	-5%	-1%	-10%	3%
Cc1ccc(Nc2nc(C)c(CCC(C)C)c(=O)[nH]2)cc1	5%	26%	0%	?	16%	15	-2%	14%	16%	22%	6%
CC1(C)CC(=O)C2=C(C1)N(Cc1cccnc1)C(=O)C2(NC(=O)c1cccnc1)C(F)(F)F (configuration not stated)	6%	-11%	1%	-2%	0%	0	4%	-2%	-3%	4%	-6%

Part of the list above, reduced to NPC1 promoter act, BRCA1 expr act and ELG1 DNA repair.
smiles,NPC1 promoter act,BRCA1 expr act,ELG1 DNA repair
COc1cccc(CNC(=O)Cn2cccc2C(=O)c2ccccc2C)c1,-1%,0%,26%
COc1ccc(/C=N/n2cnnc2SCc2ccc(OC)cc2)cc1,4%,9%,1%

The results go on:
SMILES	Tb PFK block	RORgamma inh	ELG1 genotoxic	p53 reactivator	BRCA1 expr act	TRPV1 agonist	FLuc counter	Rab9 prom act	NPC1 promoter act	ELG1 DNA repair	Gal4-VP16 FLuc
Cc1nc2ccccn2c(=O)c1NC(=O)c1cccs1	2%	/	2%	10%	-12%	1	-1%	-7%	-1%	7%	/
COc1ccc(S(=O)(=O)Nc2ccccc2C(=O)NCc2cccnc2)cc1C	-1%	10%	0%	-1%	0%	2	-1%	-1%	4%	9%	0%
CCCCCNC(=O)C1c2ccccc2Oc2ccccc21	-1%	-10%	2%	-8%	-15%	1	-2%	-4%	0%	14%	-3%
Cc1cc(Cl)ccc1Oc1cccc(C(=O)/C(C#N)=C/N(C)C)c1	0%	31%	-5%	4%	10%	-1	-2%	3%	-5%	8%	6%
CC(NC(=O)NCC1CCCO1)(C(F)(F)F)C(F)(F)F (configuration not stated)	-8%	-25%	-9%	-9%	-9%	12	0%	-3%	1%	-3%	7%
CC(C)(C)c1nc(CN2CCOCC2)ccc1O	-5%	?	2%	20%	1%	-1	1%	-3%	6%	1%	-12%[0.365 µM]
c1cncc(-c2nc3cc(Cc4ccc5oc(-c6cccnc6)nc5c4)ccc3o2)c1	0%	2%	1%	17%	/	0	-1%	4%	-3%	0%	0%
O=C1c2oc3ccc(F)cc3c(=O)c2C(c2ccncc2)N1CCN1CCOCC1 (configuration not stated)	-7%	2%	-4%	0%	/	-1	3%	-8%	2%	11%	-4%
Cc1cc(C)nc(NS(=O)(=O)c2ccc(NC(=O)C3CC(=O)N(c4ccccc4)C3)cc2)n1 (configuration not stated)	-12%	12%	5%	1%	-4%	-1	-2%	8%	2%	12%	-6%
Cc1cccc2sc(NNC(=O)c3ccc(S(=O)(=O)N4CCc5ccccc5C4)cc3)nc12	-11%	-32%	2%	?	-85%	1	1%	-35%[inhibitor]	-13%	-21%	?
COc1ccc(CN(C(=S)Nc2ccccc2)C2CC(=O)N(c3ccc(F)cc3)C2=O)cc1 (configuration not stated)	0%	35%	-9%	-3%	-50%	3	-3%	3%	1%	-1%	-13%
CSc1ccccc1NC(=O)COC(=O)CCc1ccccc1	0%	-13%	1%	6%	2%	8	2%	0%	3%	10%	-9%
Cc1ccc(CNS(=O)(=O)c2cc3c(cc2C)NC(=O)CO3)cc1	5%	-8%	5%	/	-3%	11	-1%&-12%	2%	-1%	9%	2%
Cc1ccc(C(=O)CSc2nnc(-c3ccncc3)n2C)cc1	-6%	3%	-8%	0%	0%	1	1%	1%	-3%	-5%	-2%[10 µM]
COc1ccc(-c2cc(CNS(=O)(=O)c3ccc(F)cc3)on2)cc1	0%	42%	-9%	-3%	-5%	0	?	-7%	-1%	?	-17%
Cc1cc(NC(=O)CCCC(=O)NCc2cccs2)no1	-2%	3%	1%	-1%	-25%	-1	2%	-3%	1%	7%	-2%
COc1ccc(/C=N/NC(=O)c2cccc([N+](=O)[O-])c2)cc1O	5%	-21%	5%	1%	-45%	-1	21µM*	-4%	-3%	-5%	?
Cn1c(N)c(C(=O)COC(=O)CSc2ccccc2)c(=O)n(C)c1=O	5%	17%	2%	?	80%	-9	-13%	-6%	-1%	?	7%
CCCC(C(=O)NC1CCCC1)N(CCCN1CCOCC1)C(=O)c1snc(C(N)=O)c1N (configuration not stated)	4%	5%	0%	-8%	-17%	1	-1%	-1%	1%	5%	6%
O=C(Cc1ccccc1)Nc1nc(=O)c2ccccc2s1	2%	?	4%	3%	25%	/	5%	/	-2%	?	4.5µM*
Cc1ccc(C)c(NC(=O)CN(C)C(=O)c2cccc(S(=O)(=O)N(C)C)c2)c1	-4%	-9%	0%	16%	-17%	0	-1%	-1%	-1%	-5%	2%
Cc1ccc(S(=O)(=O)N2CCN(Cc3nc4ccccc4[nH]3)CC2)cc1C	-3%	0%	0%	-2%	-22%	27	3%	1%	1%	-21%	-8%
